# AGP1 TOR yeast: alters AGP1-GFP fluorescence in TOR pathway yeast screen; S. cerevisiae AGP1-GFP multiplex flow cytometry, 3 h; GFP as percent of DMSO wells; GFP response vs DMSO, % at 10 µM; actives 0.02% (n = 320,000);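 active = GFP response relative to DMSO above a set limit, near screen average plus 3 SD, cut at about 150% in these data; inconclusive = fewer than 70 cells counted for the yeast strain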;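 also: median GFP channel fluorescence of the gated AGP1 strain per well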
# CIT2 TOR yeast: modulators of TOR pathway CIT2-GFP in S. cerevisiae. GFP response vs DMSO, % at 10 µM. actives 0.065% (n = 320,000). S. cerevisiae CIT2-GFP strain, flow cytometry, 3 h; 100 means same as DMSO wells;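 active = GFP response relative to DMSO above a set limit, near the screen mean plus 3 SD, cut at about 150% in these data; inconclusive = Fewer than 70 cells measured for a yeast strain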;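 also: ratio of well median GFP fluorescence to mean of DMSO wells on the plate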
# procasp3 activ: activators of human procaspase-3; AID 463141; activation, % at 8.5 µM; recombinant procaspase-3 D3A, Ac-DEVD-pNA absorbance 405 nm; actives 0.11% (n = 330,000); P42574;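 active = activation above the mean of all tested compounds plus 3 SD, cut at about 21% in these data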;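 also: 0% = DMSO alone and 100% = DMSO wells spiked with extra 5 µM PC-3 D3A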
#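 Assay system – Procaspase-3 D3A mutant, all three cleavage aspartates alanine · Controls – DMSO-only low control, 5 µM PC-3 D3A high control · Schedule – 1 h compound preincubation, 2 h substrate hydrolysis at 25 °C · Signal – 405 nm absorbance of p-nitroaniline, reads at 0 and 120 min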
# RPL19A-GFP yeast: modulators of TOR pathway RPL19A-GFP in S. cerevisiae; AID 2025; S. cerevisiae RPL19A-GFP strain, flow cytometry, 3 h; active compounds read low; actives 0.3% (n = 330,000); percent response vs DMSO, % at 10 µM;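 active = percent response vs DMSO below 50%; inconclusive = fewer than 70 events counted for the yeast strain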;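 also: median channel GFP fluorescence of the barcoded RPL19A-GFP strain; ratio of sample median GFP to plate DMSO average so 100% = DMSO; lower means less RPL19A-GFP as with rapamycin TOR inhibition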
# proCasp7 act: activates human procaspase-7, counter-screen for procaspase-3 activators. P55210. recombinant procaspase-7, Ac-DEVD-pNA absorbance 405 nm; D23A/D198A/D206A triple mutant, cannot self-cleave; scale: DMSO 0, 5 µM enzyme 100. activation, % at 8.5 µM. actives 0.093% (n = 330,000). AID 463210;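 active = percent activation above the screen-wide mean plus 3 SD, cut at about 25% in these data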
#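 Assay system – Uncleavable procaspase-7 mutant enzyme · Quantity – 2 µM procaspase-7 mutant as dispensed · Times – 1 h preincubation, 2 h reaction · Dosing – single nominal 8.5 µM compound dose, 0.8% DMSO final · Buffer or medium – Zinc-free 50 mM HEPES buffer, pH 7.4, with NaCl and Triton X-100 · Detection – Epi-absorbance of released pNA at 405 nm, two timepoints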
# MEP2-GFP yeast: modulators of TOR pathway MEP2-GFP in S. cerevisiae; GFP response vs DMSO, % at 10 µM; actives 0.51% (n = 330,000); S. cerevisiae MEP2-GFP strain, flow cytometry GFP, 3 h; 100% = DMSO control level;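 active = GFP response versus DMSO above a set limit, roughly screen mean plus 3 SD, cut at about 180% in these data; inconclusive = fewer than 70 cells counted for a yeast strain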;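 also: median GFP fluorescence of the barcode-gated MEP2-GFP cells per well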
# AHR activator: activators of human aryl hydrocarbon receptor | activation, % at 5 µM | AID 2796 | AHR-responsive luciferase reporter cells, luminescence | actives 2.5% (n = 320,000) | P35869; in the data active = activation above about 47%;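 also: 0% = vehicle wells and 100% = reference agonist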
# Target sequence (P35869 whole entry, looked up): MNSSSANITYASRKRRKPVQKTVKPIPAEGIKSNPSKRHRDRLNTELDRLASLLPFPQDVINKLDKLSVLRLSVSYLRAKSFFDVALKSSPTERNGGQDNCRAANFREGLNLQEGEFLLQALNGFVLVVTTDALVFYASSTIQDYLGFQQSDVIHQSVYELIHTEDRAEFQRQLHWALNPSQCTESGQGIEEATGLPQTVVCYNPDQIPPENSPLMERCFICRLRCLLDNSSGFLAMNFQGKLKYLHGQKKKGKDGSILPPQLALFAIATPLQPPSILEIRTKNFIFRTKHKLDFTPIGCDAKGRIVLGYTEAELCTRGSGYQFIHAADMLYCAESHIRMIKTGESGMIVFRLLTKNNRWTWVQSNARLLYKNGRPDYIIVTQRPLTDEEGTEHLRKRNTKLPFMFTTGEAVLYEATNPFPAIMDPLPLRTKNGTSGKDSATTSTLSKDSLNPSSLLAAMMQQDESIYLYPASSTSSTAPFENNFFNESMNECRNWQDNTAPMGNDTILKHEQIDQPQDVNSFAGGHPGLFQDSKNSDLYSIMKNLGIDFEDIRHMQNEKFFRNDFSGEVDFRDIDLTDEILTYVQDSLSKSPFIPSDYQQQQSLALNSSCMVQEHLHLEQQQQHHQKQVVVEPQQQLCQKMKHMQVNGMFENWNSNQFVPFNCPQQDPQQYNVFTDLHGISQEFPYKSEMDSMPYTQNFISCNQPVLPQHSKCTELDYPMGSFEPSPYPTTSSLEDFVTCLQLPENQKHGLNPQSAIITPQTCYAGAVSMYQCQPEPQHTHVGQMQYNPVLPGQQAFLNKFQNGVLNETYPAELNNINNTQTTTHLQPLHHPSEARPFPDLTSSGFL
# LAP4 TOR yeast: alters LAP4-GFP fluorescence in TOR pathway yeast screen; S. cerevisiae LAP4-GFP multiplex, flow cytometry GFP, 3 h; median GFP as percent of DMSO wells; GFP response vs DMSO, % at 10 µM; actives 0.34% (n = 320,000); AID 2023;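 active = GFP response vs DMSO above a set limit, about the screen mean plus 3 SD, cut at about 150% in these data; inconclusive = under 70 cell events counted for the yeast strain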
# * = called active by the depositor; ? = inconclusive; . = not tested or not shown; [ ] = remark or other dose. Compounds as they come; about 3.5% have a hit in one of these screens.
# Values run as follows: AGP1 TOR yeast	CIT2 TOR yeast	procasp3 activ	RPL19A-GFP yeast	proCasp7 act	MEP2-GFP yeast	AHR activator	LAP4 TOR yeast
1. COc1ccc(OC)c(NC(=O)N[C@H](Cc2ccccc2)C(=O)NN)c1
→ 83	91	2	96	1	96	2	86
2. CCOC(=O)C1=C(C)Nc2nc(C)nn2C1c1ccc(C)cc1 (stereo not drawn)
→ 106	99	1	100	1	111	7	103
3. O=C(NC1CCN(C(=S)NCc2ccco2)CC1)c1ccc(F)cc1
→ 88	90	-2	96	-4	88	0	84
4. N#C/C(=N\Nc1ccc(Cl)cc1)C(=O)c1ccsc1
→ 95	96	-18	101	-25	103	12	107
5. CCOc1cccc(-c2c(C(=O)N/N=C/c3ccoc3)nnn2-c2nonc2N)c1
→ 106	99	4	94	-1	103	3	108
6. COc1ccc(-c2nnc(-c3ccc(Br)o3)o2)cc1OC
→ 95	94	6	99	4	101	-5	112
7. COc1ccc(CNC(=O)C2CCNCC2)cc1
→ ?	?	-2	65[may fluoresce violet]	-6	474*[may fluoresce violet]	0	82[may fluoresce violet]
8. CCCCOC(=O)Cc1c(O)c2ccccc2[nH]c1=O
→ 98	116	-4	98	-8	102	1	99
9. O=C1CC(N2CCOCC2)C(=O)N1c1cc(Cl)cc(Cl)c1 (stereo not drawn)
→ 108	105	6	102	8	103	0	106
10. COCCN(C(=O)Cc1coc2cc(C)c(C)cc12)c1c(N)n(Cc2ccccc2)c(=O)[nH]c1=O
→ 107	97	-5	100	14	99	5	104
11. O=C(CNC(=O)c1ccc(Br)o1)NNC(=O)COc1ccccc1Cl
→ 98	97	-6	99	9	97	2	105
12. COc1ccc(/C=C/c2nc(-c3ccccc3O)n[nH]2)cc1OC
→ 98	92	-11	100	2	109	29	99
13. CC(C)(C)C(=O)N1CCC[C@@]1(CO)C(=O)O
→ 93	96	-7	102	-8	98	0	91
14. CC1(C)C[C@H]2C3=CCC4[C@@]5(C)CC[C@H](O)C(C)(C)C5CC[C@@]4(C)[C@]3(C)[C@@H](O)[C@@H](O)[C@@]2(CO)[C@@H](O)[C@@H]1O (stereo partly drawn)
→ 94	82	0	91	3	99	2	83
15. Cc1c(O)ccc2c(CN3CCN(C/C=C/c4ccccc4)CC3)cc(=O)oc12
→ 110	92	24*	93	23	98	-2	92

# (cont.)
# Values run as follows: AGP1 TOR yeast	CIT2 TOR yeast	procasp3 activ	RPL19A-GFP yeast	proCasp7 act	MEP2-GFP yeast	AHR activator	LAP4 TOR yeast
16. Cc1cc(Cl)ccc1OCCCC(=O)N/N=C/c1cccc([N+](=O)[O-])c1
→ 116	89	-5	100	14	97	10	99
17. CC(=O)c1cccc(NS(=O)(=O)c2cc(OCC(N)=O)c(C)cc2Cl)c1
→ 92	95	5	96	-15	100	7	100
18. COc1ccc(CN2CCNC(=O)C2CC(=O)N(C)C2CCOCC2)c(F)c1 (stereo not drawn)
→ 99	100	5	104	0	104	-6	94
19. CC12CN3CC(C)(CN(C1)C3c1ccccc1Cl)C2O (stereo not drawn)
→ 100	102	2	96	6	99	0	103
20. CC(NC(=O)c1ccccc1Cl)NC(=O)c1ccccc1Cl
→ 105	112	.	107	.	108	.	99
21. COc1ccc2cc3cc(C(=O)N4CC(C)CC(C)C4)oc3nc2c1 (stereo not drawn)
→ 104	100	8	110	-4	103	6	101
22. COc1cc(OC)cc(C(=O)NC(=S)NCc2ccco2)c1
→ 108	100	6	99	0	107	64*	110
23. CCO[C@H]1OC(C(=O)NCc2ccccc2)=C[C@@H](C)[C@@H]1CCCO
→ 90	116	1	96	-2	93	1	133
24. COc1ccccc1NS(=O)(=O)c1cc(NC(=O)c2ccco2)ccc1N1CCOCC1
→ 99	100	5	95	0	87	3	92
25. Cc1ccc(NC(=O)O/N=C2\CCCCC2c2ccc([N+](=O)[O-])cc2[N+](=O)[O-])cc1 (stereo not drawn)
→ 95	94	8	97	-6	98	44	101
26. O=C(Oc1cccnc1)c1ccco1
→ 101	99	8	104	6	98	3	103
27. CCOC(=O)c1[nH]c2ccc(OC)cc2c1NC(=O)N1CCOCC1
→ 101	97	-1	102	6	99	9	99
28. CCOC(=O)c1nc2sc3c(c2c(=O)[nH]1)CCC(C)C3 (stereo not drawn)
→ 97	105	8	93	-5	94	2	126
29. CC(C)N(CCNCC(O)COc1ccc(C(C)(C)c2ccccc2)cc1)C(C)C (stereo not drawn)
→ 86	94	2	87	6	96	2	80
30. CCCn1c(=O)c2ccccc2n2c(SCCOc3ccc(OC)cc3)nnc12
→ 95	95	-7	102	-10	105	0	104

# More records:
# Values run as follows: AGP1 TOR yeast	CIT2 TOR yeast	procasp3 activ	RPL19A-GFP yeast	proCasp7 act	MEP2-GFP yeast	AHR activator	LAP4 TOR yeast
31. O=C(c1ccco1)N1CCN(C(=S)Nc2ccccc2C(F)(F)F)CC1
→ 105	93	-6	107	-7	111	-1	110
32. COc1ccc(OCc2cc(C(=O)NC3Cc4ccccc4C3)no2)c(Cl)c1
→ 99	99	6	100	2	90	-15	90
33. CC(C)Cc1nnc(NC(=O)CCC(=O)Nc2ccc(F)cc2)s1
→ 107	106	7	103	9	97	2	94
34. O=C(NC1CC1)c1cccc(Oc2ccccc2)c1
→ 100	104	3	105	-7	104	-5	99
35. Cc1cc(=O)oc2cc(OC(C)C(=O)N3CCCc4ccccc43)ccc12 (stereo not drawn)
→ 104	91	-7	97	12	101	21	95
36. CCOC(=O)N1CCN(C/C(Cl)=C/c2ccccc2)CC1
→ 106	105	8	108	1	111	0	95
37. COc1cccc(/C=C2\C(=O)C(=O)c3ccccc32)c1
→ 103	99	3	97	-5	102	6	125
38. CC(C)OP(=O)(OC(C)C)C(Nc1ccccc1)c1ccccc1C(F)(F)F (stereo not drawn)
→ 99	100	-2	110	8	102	0	87
39. CCOC(=O)/C(C#N)=C/c1cccc([N+](=O)[O-])c1
→ 91	89	1	82	4	88	-1	.
40. CC(C)CNC(=O)CSc1nnc(-c2ccccn2)n1Cc1ccccc1
→ 107	116	7	106	5	112	-1	109
41. COc1ccc(C(=O)C[n+]2cccc(C)c2C)cc1[N+](=O)[O-]
→ 103	100	-6	101	2	101	0	104
42. CN(Cc1cccs1)C(=O)CCc1ccc(S(=O)(=O)N2CCOCC2)cc1
→ 96	87	2	96	5	97	1	104
43. O=C(CCc1c[nH]c2ccccc12)NCC(=O)Nc1ccc(F)c(F)c1F
→ 99	95	3	96	4	95	2	100
44. Cc1ccccc1N(CC(=O)Nc1ccc(F)cc1)S(C)(=O)=O
→ 102	104	-5	100	5	112	69*	110
45. Cn1cccc1C(=O)NC(=O)COC(=O)C12CC3CC(CC(O)(C3)C1)C2
→ 105	104	1	98	-1	106	14	109
46. COc1ccc(N(CC(=O)Nc2ccc(OC)cc2OC)S(=O)(=O)c2ccccc2)cc1
→ 96	89	2	96	0	93	4	94
47. O=c1[nH]c2cc3c(cc2cc1C(c1nnnn1Cc1ccccc1)N1CCN2CCCC2C1)OCCO3 (stereo not drawn)
→ 83	88	-4	97	-4	101	4	106

# Another view of 2 compounds above.
(6) COc1ccc(-c2nnc(-c3ccc(Br)o3)o2)cc1OC
  AGP1 TOR yeast: 95
  CIT2 TOR yeast: 94
  procasp3 activ: 6
  RPL19A-GFP yeast: 99
  proCasp7 act: 4
  MEP2-GFP yeast: 101
  AHR activator: -5
  LAP4 TOR yeast: 112

(39) CCOC(=O)/C(C#N)=C/c1cccc([N+](=O)[O-])c1
  AGP1 TOR yeast: 91
  CIT2 TOR yeast: 89
  procasp3 activ: 1
  RPL19A-GFP yeast: 82
  proCasp7 act: 4
  MEP2-GFP yeast: 88
  AHR activator: -1
  LAP4 TOR yeast: .

# 19 entries from above, arranged by molar mass, largest number first:
# Values run as follows: AGP1 TOR yeast	CIT2 TOR yeast	procasp3 activ	RPL19A-GFP yeast	proCasp7 act	MEP2-GFP yeast	AHR activator	LAP4 TOR yeast
47. O=c1[nH]c2cc3c(cc2cc1C(c1nnnn1Cc1ccccc1)N1CCN2CCCC2C1)OCCO3 (stereo not drawn)
→ 83	88	-4	97	-4	101	4	106
46. COc1ccc(N(CC(=O)Nc2ccc(OC)cc2OC)S(=O)(=O)c2ccccc2)cc1
→ 96	89	2	96	0	93	4	94
38. CC(C)OP(=O)(OC(C)C)C(Nc1ccccc1)c1ccccc1C(F)(F)F (stereo not drawn)
→ 99	100	-2	110	8	102	0	87
29. CC(C)N(CCNCC(O)COc1ccc(C(C)(C)c2ccccc2)cc1)C(C)C (stereo not drawn)
→ 86	94	2	87	6	96	2	80
30. CCCn1c(=O)c2ccccc2n2c(SCCOc3ccc(OC)cc3)nnc12
→ 95	95	-7	102	-10	105	0	104
42. CN(Cc1cccs1)C(=O)CCc1ccc(S(=O)(=O)N2CCOCC2)cc1
→ 96	87	2	96	5	97	1	104
32. COc1ccc(OCc2cc(C(=O)NC3Cc4ccccc4C3)no2)c(Cl)c1
→ 99	99	6	100	2	90	-15	90
31. O=C(c1ccco1)N1CCN(C(=S)Nc2ccccc2C(F)(F)F)CC1
→ 105	93	-6	107	-7	111	-1	110
43. O=C(CCc1c[nH]c2ccccc12)NCC(=O)Nc1ccc(F)c(F)c1F
→ 99	95	3	96	4	95	2	100
45. Cn1cccc1C(=O)NC(=O)COC(=O)C12CC3CC(CC(O)(C3)C1)C2
→ 105	104	1	98	-1	106	14	109
27. CCOC(=O)c1[nH]c2ccc(OC)cc2c1NC(=O)N1CCOCC1
→ 101	97	-1	102	6	99	9	99
44. Cc1ccccc1N(CC(=O)Nc1ccc(F)cc1)S(C)(=O)=O
→ 102	104	-5	100	5	112	69*	110
36. CCOC(=O)N1CCN(C/C(Cl)=C/c2ccccc2)CC1
→ 106	105	8	108	1	111	0	95
41. COc1ccc(C(=O)C[n+]2cccc(C)c2C)cc1[N+](=O)[O-]
→ 103	100	-6	101	2	101	0	104
28. CCOC(=O)c1nc2sc3c(c2c(=O)[nH]1)CCC(C)C3 (stereo not drawn)
→ 97	105	8	93	-5	94	2	126
37. COc1cccc(/C=C2\C(=O)C(=O)c3ccccc32)c1
→ 103	99	3	97	-5	102	6	125
34. O=C(NC1CC1)c1cccc(Oc2ccccc2)c1
→ 100	104	3	105	-7	104	-5	99
39. CCOC(=O)/C(C#N)=C/c1cccc([N+](=O)[O-])c1
→ 91	89	1	82	4	88	-1	.
26. O=C(Oc1cccnc1)c1ccco1
→ 101	99	8	104	6	98	3	103
